OX1R antag-1 – blocks the human orexin 1 receptor. O43613. OX1R-expressing cells, FRET antagonist read-out. inhibition, % at 6.6 µM. 1.8% of 330,000 active. AID 485270; in the data active = inhibition mostly above about 38%, no sharp cut-off; inactive = mostly below about 40%;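 also: 0% = agonist challenge alone and 100% = reference antagonist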
Target sequence (O43613 whole entry, looked up): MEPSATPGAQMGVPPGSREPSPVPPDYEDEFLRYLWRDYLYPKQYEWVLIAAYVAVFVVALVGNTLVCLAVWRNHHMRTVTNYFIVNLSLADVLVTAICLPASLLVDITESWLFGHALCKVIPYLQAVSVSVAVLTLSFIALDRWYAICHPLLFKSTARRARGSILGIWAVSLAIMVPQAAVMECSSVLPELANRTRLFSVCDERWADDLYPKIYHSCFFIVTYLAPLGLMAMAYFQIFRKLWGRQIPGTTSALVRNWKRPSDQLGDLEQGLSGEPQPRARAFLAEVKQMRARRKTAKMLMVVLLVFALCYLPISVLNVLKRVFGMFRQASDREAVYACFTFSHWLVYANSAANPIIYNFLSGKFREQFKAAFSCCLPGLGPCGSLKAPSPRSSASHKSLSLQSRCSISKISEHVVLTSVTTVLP
OX1R antag-2 – human HCRTR1 antagonism. O43613. CHO/OX1R cells, Fluo-8 calcium fluorescence, orexin A. inhibition, % at 5 µM. 0.43% of 330,000 active. AID 434989;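 active = inhibition above its plate's threshold, mean inhibition of all tested compounds on the plate plus 3 SD, cut at about 37% in these data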;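 also: 0% = orexin A challenge wells and 100% = SB-334867-A antagonist wells; not every result past the cut was called active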
STK33 kinase inh – inhibitors of human STK33 kinase. Q9BYT3. purified STK33, MBP phosphorylation, ADP-Glo luminescence. inhibition, % at 10 µM. 0.073% of 320,000 active;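 active = inhibition at or above 25%, using the most active replicate where run in duplicate; inactive = inhibition below 25%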
Target sequence (Q9BYT3 whole entry, looked up): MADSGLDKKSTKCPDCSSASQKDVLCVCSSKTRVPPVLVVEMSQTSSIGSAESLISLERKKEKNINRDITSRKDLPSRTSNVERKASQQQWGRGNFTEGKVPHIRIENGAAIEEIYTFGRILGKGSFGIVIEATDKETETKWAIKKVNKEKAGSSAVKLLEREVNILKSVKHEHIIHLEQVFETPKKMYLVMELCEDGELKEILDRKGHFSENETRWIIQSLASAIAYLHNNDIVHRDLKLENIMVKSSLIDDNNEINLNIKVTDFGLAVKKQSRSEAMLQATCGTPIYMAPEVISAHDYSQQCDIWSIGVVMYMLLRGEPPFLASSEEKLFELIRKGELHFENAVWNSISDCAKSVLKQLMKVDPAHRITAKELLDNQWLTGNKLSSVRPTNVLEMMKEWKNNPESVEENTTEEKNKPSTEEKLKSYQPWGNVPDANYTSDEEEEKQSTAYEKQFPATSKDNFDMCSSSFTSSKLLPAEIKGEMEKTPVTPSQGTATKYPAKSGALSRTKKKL
Starred values were filed as active, the others as inactive; nt = not tested or not shown; & = joins results of further samples.

SMILES | OX1R antag-1 | OX1R antag-2 | STK33 kinase inh
C#CCOCCOCCOCCNc1nc(N2CCN(C(=O)[C@H](CCCCN)n3cc(CN)nn3)CC2)nc(N2CCN(C(=O)[C@H](CCCCN)n3cc([C@@H](N)[C@H](C)CC)nn3)CC2)n1 | -0.1 | 0.5 | 3.1
C=CCn1c(SCC(=O)NCc2ccc3c(c2)OCO3)nc2scc(-c3ccccc3)c2c1=O | 23.6 | -2.9 | -1.7
COC(=O)c1cc(S(=O)(=O)N(C)C2CCCCC2)oc1C | 7.6 | -33.2 | -1.1
CCOc1ccc(C(=O)NCC(=O)Nc2cc(C)ccn2)cc1OCC | 8.8 | -19.4 | -0.2
O=C(CCc1c[nH]c2ccccc12)N1CCN(c2ccc(O)cc2)CC1 | 8.4 | -6.3 | -1.5
COC(=O)N1C(=O)[C@](c2ccsc2)(C(C)C)N1C(=O)OC | 19.6 | -9.4 | -1.4
Cc1cnc(C(=O)OCC(=O)Nc2ccc(Cl)cn2)cn1 | 14.6 | -6.4 | -0.9
CC(NC(=O)CCc1nnc(-c2ccc(-c3ccccc3)cc2)o1)c1nc2ccccc2[nH]1 (configuration not stated) | 12.6 | 0.6 | -0.2
O=C(CSc1nc(O)cc(=O)n1C1CCCC1)Nc1cccc(Cl)c1Cl | 8.9 | 3.4 | -0.5
Cc1ccc(C(=O)N/C(=C/c2ccc(-c3cccc([N+](=O)[O-])c3)o2)C(=O)NCCCN(C)C)cc1 | 63.9* | -16.0 | -0.3
CCOc1ccc(-c2c(C(=O)N/N=C(\C)c3ccco3)nnn2-c2nonc2N)cc1 | 14.0 | -11.7 | -1.2
O=C(CCNC(=O)c1ccco1)NCc1ccc(F)cc1 | 3.9 | 0.5 | -1.8

Entries listed so far that bear a hit mark in OX1R antag-1:
SMILES | OX1R antag-1 | OX1R antag-2 | STK33 kinase inh
Cc1ccc(C(=O)N/C(=C/c2ccc(-c3cccc([N+](=O)[O-])c3)o2)C(=O)NCCCN(C)C)cc1 | 63.9* | -16.0 | -0.3

The results go on:
SMILES | OX1R antag-1 | OX1R antag-2 | STK33 kinase inh
O=C(c1ccco1)N1CCN(C2CC(=O)N(c3ccc4c(c3)OCO4)C2=O)CC1 (configuration not stated) | 1.4 | -6.7 | -1.4
Nc1ccc(-n2ccnc2)cc1 | 4.9 | -16.1 | -0.4
COc1ccc(NC(=S)N(Cc2cccc(Br)c2)CC2CCC(C(=O)O)CC2)cc1 (configuration not stated) | 5.7 | 4.5 | -2.1
O=C(COc1ccc2c(c1)C(=O)CC1(CCCCC1)O2)NCc1ccccc1 | 24.0 | -8.7 | -2.1
CCc1ccc(-c2ccc(C(=O)O)c(C)n2)cc1 | 25.7 | -17.0 | -0.6
COc1ccc(-c2nc3ccccc3c(=O)n2NC(=S)N(C)C)cc1 | 12.3 | -9.3 | nt
O=C(Cc1ccccc1)NCC(=O)N1CCc2ccccc2C1 | 0.4 | -8.6 | -0.6
CCOc1ccccc1N1CCN(C(=O)CNC(=O)c2sc3ccccc3c2Cl)CC1 | 19.5 | -33.2 | -0.6
Cc1cccc(C(=O)NCCN2CCCC2)c1 | 7.0 | -20.3 | 0.9
CCOC(=O)CCNC(=O)Nc1ccc2nc(C)n(Cc3ccccc3Cl)c(=O)c2c1 | 18.6 | -18.0 | -1.2
CCc1nnc(NC(=O)CCC(=O)NC2CCCC2)s1 | 8.2 | -19.3 | -0.2
CCOC(=O)CSc1nnc(-c2ccco2)n1C | 2.4 | -8.9 | -0.3
O=C(O)C1CC=CCC1C(=O)NCCc1ccccc1 (configuration not stated) | 6.0 | -12.9 | -4.5
Cc1cc(C)c(C(=O)CSc2nc(C)cc(C)c2C(N)=O)c(C)c1 | 21.8 | -17.3 | 1.0
CN(C)c1ccc(C2C3=C(CCCC3=O)OC3=C2C(=O)CCC3)cc1 | 23.4 | -15.9 | -0.5
Cc1cc(C)c(C)c(S(=O)(=O)N2CCC(C(=O)N3CC(C)CC(C)C3)CC2)c1C (configuration not stated) | 8.7 | -32.9 | -0.2
Cc1ccc(N(Cc2ccccc2)C(=O)c2ccc(Cl)c(S(=O)(=O)N3CCOCC3)c2)cc1 | 20.7 | -25.5 | nt
CC(=O)Nc1ccc(S(=O)(=O)N2CCN(c3cnn(C)c(=O)c3Cl)CC2)cc1 | 40.2 | -24.7 | 4.4
O=C1N/C(=N\N=C\c2cccs2)SC1Cc1cccc(Cl)c1Cl (configuration not stated) | 11.1 | -2.8 | -0.2
Cn1ncc(Cl)c1C(=O)N1CCc2ccccc21 | 3.0 | -15.0 | -0.5
COc1ccc(OC)c(CN2CCN(S(=O)(=O)c3ccc(NC(C)=O)cc3)CC2)c1 | 36.2 | -35.3 | -0.4
C[N+](C)(CCCCCC[N+](C)(C)CCCN1C(=O)c2cccc3cccc(c23)C1=O)CCCN1C(=O)c2cccc3cccc(c23)C1=O | 68.8* | -0.8 | 0.1
Cc1ccc(C2=Nc3ccccc3N=C(c3ccco3)C2)c(O)c1 | 25.2 | -13.0 | 0.2
CCC(=O)Nc1cc(C)c(OC)c(C)c1 | 22.2 | 6.6 | 0.2

Random excerpt: two entries already listed, in no set order.
SMILES | OX1R antag-1 | OX1R antag-2 | STK33 kinase inh
C[N+](C)(CCCCCC[N+](C)(C)CCCN1C(=O)c2cccc3cccc(c23)C1=O)CCCN1C(=O)c2cccc3cccc(c23)C1=O | 68.8* | -0.8 | 0.1
CN(C)c1ccc(C2C3=C(CCCC3=O)OC3=C2C(=O)CCC3)cc1 | 23.4 | -15.9 | -0.5

The list continues.
SMILES | OX1R antag-1 | OX1R antag-2 | STK33 kinase inh
CCOC(=O)NC(=O)COC(=O)CCCc1nc2ccccc2s1 | 22.8 | -1.2 | 0.3
O=C(COC(=O)c1ccc(F)cc1F)Nc1ccc2[nH]c(=O)[nH]c2c1 | 11.2 | -0.8 | -1.3
FC(F)(F)c1cc(-c2ccco2)nc(NCc2ccccc2)n1 | 15.7 | -4.1 | -0.9
COc1cccc(/C=C2\SC(=S)N(CCC(=O)NNC(=O)c3ccccc3OC)C2=O)c1 | 13.7 | -16.9 | -0.6
COc1ccc(NCc2nn(CC(=O)c3ccc(Br)cc3)c3[n+]2CCCCC3)cc1 | 3.9 | -32.8 | 1.4
COc1ccc(C(=O)NCc2cc(C)nc3ccccc23)cc1 | 12.0 | -18.2 | -2.0
O=C(c1cc2cc(Cl)ccc2oc1=O)N1CCN(c2ccccn2)CC1 | 3.9 | -31.2 | 1.0
CCOC(=O)c1cc2occc2n1CC(=O)Nc1ccc(OC)cc1OC | 18.5 | -13.7 | 0.7
Cc1cc(C)cc(Cn2ncc(Cl)c(Cl)c2=O)c1 | 13.5 | -20.3 | -2.6
COCCCN1C(=O)C(O)=C(C(C)=O)C1c1cccc(F)c1 (configuration not stated) | 12.9 | 3.0 | -1.0
CN1C(=O)SC(Nc2ccccc2)C1=O (configuration not stated) | 3.3 | -14.4 | -1.9
COc1cc(/C=N/NC(=O)C(=O)N2CCCC2)ccc1O | 16.9 | -9.6 | 0.8
CC(C)C[C@H]1CN=C(N(C)C)N1CCc1cccc(F)c1 | -0.3 | -29.3 | 0.3
CCn1c(SCC(=O)Nc2ccc(NC(=O)c3ccco3)c(OC)c2)nc2ccccc2c1=O | 9.3 | -29.7 | 0.4
O=c1cc(N2CCN(Cc3ccccc3)CC2)[nH]c(=O)n1-c1cccc(C(F)(F)F)c1 | 10.7 | -14.6 | 0.3
O=C(Nc1cccc(NC(=O)c2cccs2)c1)c1ccco1 | 18.5 | -12.8 | 1.5
COC(=O)c1sccc1NC(=O)C12CC3CC(CC(C3)C1)C2 | 3.7 | -7.3 | -0.5
Cc1ccc2sc(NC(=O)CSc3nc(C)cc(C)c3C#N)nc2c1 | 19.5 | -17.2 | -2.4
CCN(Cc1cc2cccc(C)c2[nH]c1=O)C(=O)c1ccccc1OC | 22.9 | -25.0 | -0.2
CCc1ccccc1NC(=O)CN1CCN(CC(=O)Nc2cc(C)ccc2OC)CC1 | 10.1 | -16.4 | -1.1
CN(C)c1ccc(C2/C(=C(/O)c3ccc(Br)cc3)C(=O)C(=O)N2C)cc1 (configuration not stated) | 12.7 | -5.8 | 0.4
Cc1ccc(-c2nc(N)sc2CC(=O)OCC(=O)N2C(C)CCCC2C)cc1 (configuration not stated) | 1.7 | -18.7 | 0.2
Cc1ccc2nc(N3CCN(C)CC3)c(C=O)c(=O)n2c1 | 29.1 | -8.6 | 1.0
COc1cc(C2CC(=O)NC(SCC(=O)Nc3ccccc3C)=C2C#N)ccc1O (configuration not stated) | 1.5 | -11.0 | -1.6

12 structures already listed, sorted by heavy-atom count, rising.
SMILES | OX1R antag-1 | OX1R antag-2 | STK33 kinase inh
CN1C(=O)SC(Nc2ccccc2)C1=O (configuration not stated) | 3.3 | -14.4 | -1.9
Cc1cc(C)cc(Cn2ncc(Cl)c(Cl)c2=O)c1 | 13.5 | -20.3 | -2.6
COc1cc(/C=N/NC(=O)C(=O)N2CCCC2)ccc1O | 16.9 | -9.6 | 0.8
O=C(Nc1cccc(NC(=O)c2cccs2)c1)c1ccco1 | 18.5 | -12.8 | 1.5
COc1ccc(C(=O)NCc2cc(C)nc3ccccc23)cc1 | 12.0 | -18.2 | -2.0
Cc1ccc2sc(NC(=O)CSc3nc(C)cc(C)c3C#N)nc2c1 | 19.5 | -17.2 | -2.4
CN(C)c1ccc(C2/C(=C(/O)c3ccc(Br)cc3)C(=O)C(=O)N2C)cc1 (configuration not stated) | 12.7 | -5.8 | 0.4
CCOC(=O)c1cc2occc2n1CC(=O)Nc1ccc(OC)cc1OC | 18.5 | -13.7 | 0.7
Cc1ccc(-c2nc(N)sc2CC(=O)OCC(=O)N2C(C)CCCC2C)cc1 (configuration not stated) | 1.7 | -18.7 | 0.2
COc1cc(C2CC(=O)NC(SCC(=O)Nc3ccccc3C)=C2C#N)ccc1O (configuration not stated) | 1.5 | -11.0 | -1.6
O=c1cc(N2CCN(Cc3ccccc3)CC2)[nH]c(=O)n1-c1cccc(C(F)(F)F)c1 | 10.7 | -14.6 | 0.3
CCn1c(SCC(=O)Nc2ccc(NC(=O)c3ccco3)c(OC)c2)nc2ccccc2c1=O | 9.3 | -29.7 | 0.4

Next part:
SMILES | OX1R antag-1 | OX1R antag-2 | STK33 kinase inh
COc1ccc(C(=O)NNC(=O)c2cc(C)nc3ccccc23)cc1 | 6.0 | -12.3 | 0.9
COc1ccc(S(=O)(=O)N(CC(=O)N/N=C/c2ccccc2C(=O)O)c2ccccc2OC)cc1 | 9.9 | -28.3 | -1.5
CCOC(=O)C1Nc2c(F)cc(C)cc2C2C=CCC12 (configuration not stated) | 11.4 | -5.9 | -2.5
COc1ccc(C(=O)NNC(=O)C23CC4CC(CC(C4)C2)C3)cc1OC | 3.6 | -28.9 | -0.4
CCC1Oc2ccccc2N(CC(=O)Nc2ccc3c(c2)OCCO3)C1=O (configuration not stated) | 5.8 | -12.4 | -1.2
CC1CC(C)CN(CC(=O)N2CCOCC2)C1 (configuration not stated) | 14.7 | -1.7 | -1.8
CCOC(=O)c1c(C)n(-c2ccccc2)c2ccc(O)cc12 | 2.6 | -21.2 | -0.4
Cc1c(C(=O)OCc2nc3scc(-c4ccccc4)c3c(=O)[nH]2)cccc1[N+](=O)[O-] | 14.2 | -14.6 | -0.9
Cn1c(N)c(N2CCN(c3ccccc3)CC2)c(=O)[nH]c1=O | 4.8 | -26.9 | -0.2
Cc1ccc(SCCC(=O)OCn2nnc3ccccc3c2=O)cc1 | 4.1 | -11.3 | -0.9
O=C(CCCN1C(=O)c2ccccc2C1=O)NCc1cccnc1 | 12.3 | -4.8 | -0.6
COc1ccc2c(c1)CCc1c(C(=O)NCc3cccnc3)noc1-2 | 18.8 | -26.0 | 0.7
Nc1ccc(S(=O)(=O)O)cn1 | -1.5&16.6&8.9 | -6.5&-13.5&7.3 | -1.9&0.6&0.8
COC(=O)C1=C(C(=O)OC)[C@@H]2N(C)c3ccccc3[C@@]23C[C@@H](C(=O)OC)N=C3N1 | 26.3 | -18.7 | -0.6
CCOc1ccc(-n2c(SCC(N)=O)nc3c([nH]c4ccccc43)c2=O)cc1 | 12.9 | -3.4 | nt
CCCc1ccc(C(=O)NNC(=O)c2ccc(Br)cc2)cc1 | 16.5 | 0.0 | 0.6
O=C(CCC1CCCC1)NCCS(=O)(=O)N1CCN(c2ccccc2)CC1 | 17.3 | -33.6 | -0.7
Cc1cccc(NC(=O)CCN2C(=O)c3cccc([N+](=O)[O-])c3C2=O)c1 | 9.4 | -24.4 | -1.5
C[C@H](NC(=O)C1CCN(S(=O)(=O)c2ccccc2)CC1)C(=O)NCc1ccc(Cl)cc1Cl | 12.8 | -27.7 | -0.4
COc1ccc(N(CC(=O)N2CCCCCC2)S(=O)(=O)c2ccc(OC)c(OC)c2)cc1 | 28.2 | -14.5 | 0.5
ClCC1=Nc2ccccc2Cc2ccccc21 | 9.0 | -14.2 | -1.4
CCCCOc1ccc(S(=O)(=O)NNC(=O)C2Cc3c(ccc4ccccc34)O2)cc1 (configuration not stated) | 12.4 | -23.1 | -0.7
Cc1ccnn1CCC(=O)N1CCCC(Nc2ccc(F)c(F)c2)C1 (configuration not stated) | 20.4 | -26.0 | -0.7
COc1cccc(/C=N/Nc2snc(SC)c2C#N)c1 | 66.8* | 3.9 | -0.8
COc1ccc(-c2noc(-c3ccccc3C(=O)NCC3CCCO3)n2)cc1 (configuration not stated) | 4.1 | -22.1 | 1.0
O=C(/C=C/c1ccccc1)Nc1ccc(NC(=O)c2cccs2)cc1 | 5.1 | -29.0 | -0.8
CN(C)C(=O)c1ccc(-c2nnc(NCc3ccccc3)c3ccccc23)cc1 | 12.4 | -19.7 | -1.4
CCn1c(=O)c2sccc2n(Cc2ccccc2)c1=O | 4.6 | -18.3 | 0.5
CCn1ncc(CN2CCC(Oc3ccc(C(=O)N4CCCC4)cc3)CC2)c1C | 10.8 | -8.0 | -2.8
Fc1ccccc1OCCSc1nc2ccccc2o1 | 28.8 | -10.9 | 0.0
C[C@H]1COC(=O)CCCC/C=C\C[C@H](CC(=O)N(CCO)Cc2ccccc2)C(=O)N1 | 6.2 | -7.2 | 0.1
